# Bioassay records as filed in PubChem BioAssay.
# CYP2C19 act = increases human CYP2C19 enzyme activity; P33261; recombinant CYP2C19, luciferin-H EGE luminescence; hits give high values; 0 = fully inhibited enzyme, 1 = untreated enzyme; activation factor at 5 µM; 96,000 tested, under 10 active; AID 1025;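 active means activation factor of at least 2 at 5 µM in the primary screen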;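 further: 0 = wells with 2.5 mM tranylcypromine and 1 = vehicle-only wells; values of inactives mirror those of a sister screen read the other way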
# Target sequence (P33261 whole entry, looked up): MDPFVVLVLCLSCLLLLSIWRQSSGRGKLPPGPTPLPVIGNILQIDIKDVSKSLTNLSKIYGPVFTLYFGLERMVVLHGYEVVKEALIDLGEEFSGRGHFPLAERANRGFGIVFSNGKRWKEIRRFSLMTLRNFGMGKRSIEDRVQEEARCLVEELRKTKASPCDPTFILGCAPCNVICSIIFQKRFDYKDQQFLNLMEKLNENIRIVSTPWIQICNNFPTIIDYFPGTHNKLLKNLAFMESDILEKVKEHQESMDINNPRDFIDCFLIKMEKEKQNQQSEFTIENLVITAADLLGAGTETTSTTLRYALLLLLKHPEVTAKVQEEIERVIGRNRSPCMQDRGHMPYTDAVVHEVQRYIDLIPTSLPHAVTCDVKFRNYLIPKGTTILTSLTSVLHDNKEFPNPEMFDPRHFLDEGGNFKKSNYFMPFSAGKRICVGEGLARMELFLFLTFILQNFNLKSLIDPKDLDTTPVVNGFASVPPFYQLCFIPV
# CD11b adhes inh = blocks human CD11b/CD18 adhesion to fibrinogen; inhibition, % at 10 µM; P05107+P11215; K562 CD11b/CD18 adhesion to fibrinogen, ATPlite luminescence; Mn2+ added to activate the integrin; hit rate 0.54% among 93,000;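 active means primary inhibition of 50% or more at 10 µM, then 40% or more on retest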; further: some results filed as inactive read as strong as hits
# HUVEC prolif 384 = inhibitors of human endothelial cell proliferation. HUVEC proliferation, CellTiter-Glo luminescence, 72 h; hits give low values. viability, % at 10 µM (by protocol). hit rate 1.1% among 86,000;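 active means viability at or below 30%; inactive means viability above 30%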;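 further: 100% = median luminescence of DMSO-only cell control wells on each plate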
# Lung fibro prol = blocks proliferation of human lung fibroblasts | LL 47 human lung fibroblast viability, ATP luminescence; hits give low values | viability, % at 10 µM | AID 719 | hit rate 1.1% among 85,000;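 active means viability at or below 50% in the single dose screen; inactive means viability above 50%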;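 further: compound exposure lasted 72 h before the ATP readout; 100% = median luminescence of untreated cell-only wells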
#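 Assay system: human lung fibroblast line LL 47, low passage. Input: 1,150 fibroblasts seeded per well. Times: overnight cell rest, 72 h compound treatment at 37 °C. Evaluation: % viability of median cell-only signal. Technique: luminescent ATP detection, CellTiter-Glo. Control set: cell-only wells, no compound.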
# ERa SRC1 pot = enhances coactivator binding to human estrogen receptor alpha. P03372. coactivator binding (% of control), % at 25.6 µM. TR-FRET ERalpha-LBD/SRC-Cy5 coactivator binding, 2 h; 100 = basal binding, no effect. hit rate 1.3% among 86,000; in the data active means activity above about 200%;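 further: binding measured in presence of low estradiol as agonist stimulus; 0% = peptide alone without receptor and 100% = receptor with peptide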
# Target sequence (P03372 whole entry, looked up, the tested form may be a part): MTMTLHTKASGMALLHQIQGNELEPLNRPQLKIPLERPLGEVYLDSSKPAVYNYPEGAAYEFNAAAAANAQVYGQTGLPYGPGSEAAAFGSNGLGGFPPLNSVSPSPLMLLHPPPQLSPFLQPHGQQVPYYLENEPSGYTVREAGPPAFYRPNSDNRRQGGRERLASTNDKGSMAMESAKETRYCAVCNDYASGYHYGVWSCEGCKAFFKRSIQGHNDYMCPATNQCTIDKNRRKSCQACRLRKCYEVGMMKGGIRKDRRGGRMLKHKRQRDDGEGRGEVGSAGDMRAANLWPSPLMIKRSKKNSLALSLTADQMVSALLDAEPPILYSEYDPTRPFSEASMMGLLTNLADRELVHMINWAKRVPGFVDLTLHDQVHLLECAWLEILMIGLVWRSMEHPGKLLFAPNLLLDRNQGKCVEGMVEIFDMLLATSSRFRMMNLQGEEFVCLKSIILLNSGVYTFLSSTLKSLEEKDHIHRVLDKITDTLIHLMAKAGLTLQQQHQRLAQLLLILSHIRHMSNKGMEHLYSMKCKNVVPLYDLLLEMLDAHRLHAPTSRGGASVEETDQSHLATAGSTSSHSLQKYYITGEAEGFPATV
# CYP2C19 inhib = inhibitors of human CYP2C19. P33261. CYP2C19 Supersomes, luciferin-H EGE luminescence, 30 min. inhibition, % at 5 µM. hit rate 21% among 96,000;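 active means CYP2C19 inhibition above a set limit at 5 µM in the primary screen, cut at about 50% in these data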;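 further: plate controls were negative control wells for no effect and 2.5 mM tranylcypromine positive control for full effect; values of inactives mirror those of a sister screen read the other way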
# ERa SRC1 inh = ER-alpha (human) coactivator binding inhibition. hit rate 1.7% among 86,000. AID 629. P03372. inhibition, % at 25.6 µM. TR-FRET ER-alpha LBD / SRC-1 peptide, estradiol-bound; in the data active means inhibition above about 50%;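 further: 0% = receptor plus peptide control and 100% = peptide only without receptor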
# H69AR growth 86K = blocks growth of human H69AR lung tumor cells | H69AR lung tumor viability, ATP luminescence, 72 h; hits give low values | viability, % at 10 µM | hit rate 6% among 85,000 | AID 598;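 active means viability at or below 40%; inactive means viability above 40%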;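 further: multidrug resistant small cell line overexpressing MRP-1 efflux transporter; 100% = mean luminescence of untreated control wells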
# Mac1 fbg enh = CD11b/CD18-fibrinogen binding enhancement; P05107+P11215; K562 CD11b/CD18 adhesion to fibrinogen, ATPlite luminescence; activation, % at 10 µM; hit rate 0.07% among 93,000;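 active means 10 µM primary screen giving 50% or more activity, confirmed by 40% or more on retest at that dose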; further: strong numbers were not always called active
# * marks the source's active call; other numbers are inactive results; nt = no result given; [ ] = remark or other dose.
# Each structure is followed by: HUVEC prolif 384, Mac1 fbg enh, H69AR growth 86K, CD11b adhes inh, Lung fibro prol, CYP2C19 act, ERa SRC1 inh, CYP2C19 inhib, ERa SRC1 pot
CCn1c(=NC(=O)c2ccco2)sc2cccc(F)c21
    93.7, 1.4, 56.1, -5.4, 95.5, 0.9, 0.2, 13.6, 110.0
Cc1cc(C)n(-c2ccc(C(=O)N3CCc4ccccc43)cc2)n1
    101.1, -2.9, 64.5, -2.9, 100.6, 0.6, 19.9, 40.8, 105.3[fluorescence artefact?]
COc1ccc(-c2nnc(SCC(=O)NCc3ccco3)o2)cc1
    87.7, 2.7, 93.3, -7.1, 106.0, 0.3, 22.2, 65.0*, 68.8
CCCCN1C(=O)/C(=C2\SC(N3CCCCC3)=NC2=O)c2ccccc21
    83.2, -2.6, 79.9, 27.5, 91.1, 0.5, -14.1[fluorescence artefact?], 52.7*, 62.2[fluorescence artefact?]
CCOc1cccc(OCCCCN2CCCCC2)c1
    91.8, 14.0, 78.4, -10.4, 102.0, 0.9, -2.7, 12.3, 113.4
O=c1c2nnn(Cc3ccccc3)c2ncn1-c1ccccc1
    100.9, -2.1, 94.7, -22.5, 97.4, 1, -0.6, -0.6, 120.3
COC(=O)CN(c1ccccc1)S(=O)(=O)c1ccc(F)cc1
    93.7, nt, 88.8, nt, 87.1, nt, -4.8, nt, 108.8[fluorescence artefact?]
O=C(Cn1c(-c2cncs2)nc2ccccc21)NCCc1ccccc1
    100.6, 2.1, 17.8*, -16.4, 98.7, 0.1, -10.0, 90.9*, 96.8
CC(C)(C)c1cc(CN2CCC(O)CC2)cc(C(C)(C)C)c1O
    92.1, -5.6, 88.0, -2.8, 93.8, 0.9, -8.0, 8.3, 115.7
CCc1ncc(C(O)c2cccc3ccccc23)n1C (stereo not drawn)
    91.0, -3.0, 94.9, -5.9, 93.6, 1, 0.3, 2.8, 90.9
OC1CCN(c2ncnc3nc[nH]c23)CC1
    106.8, -0.7, 94.4, -6.6, 95.2, 1.1, -6.7, -12.0, 128.3
O=C(c1ccc(N2CN(C(=O)c3ccco3)c3nc4ccccc4nc32)cc1)N1CCOCC1
    65.0, -0.9, 60.9, 7.3, 95.8, 0.9, 6.8[fluorescence artefact?], 13.6, 116.6[fluorescence artefact?]
CCN(CC(=O)NC1CCS(=O)(=O)C1)c1nc(-c2ccccc2)nc2ccccc12 (stereo not drawn)
    93.1, -5.0, 88.4, -1.2, 96.6, 0.8, -5.2, 15.4, 129.9
COc1ccc2cc(C3(C)NC(=O)N(CC(=O)NCc4ccco4)C3=O)ccc2c1 (stereo not drawn)
    90.5, 1.7, 96.5, -14.0, 98.4, 0.9, -5.8, 9.3, 141.9
CCOC(=O)N1CCN(S(=O)(=O)c2ccc(C)cc2)C1c1ccccc1 (stereo not drawn)
    93.0, -0.3, 87.8, 9.3, 93.6, 0.1, -0.2, 90.6*, 107.8[fluorescence artefact?]
CCOC(=O)NC(Nc1ncccn1)(C(F)(F)F)C(F)(F)F
    101.1, 6.0, 92.3, 28.2, 95.8, 1, -2.4, -4.3, 144.4
CC(SCc1ccccc1)C(=O)NN=C1CCN(C)CC1 (stereo not drawn)
    nt, -0.1, nt, -32.4, nt, 0.9, nt, 10.6, nt
CCNc1nnc(-c2ccc(C)cc2)o1
    105.8, 6.7, 95.3, 5.0, 102.9, 0.4, -8.5, 60.8*, 109.8
Cn1c(SCc2cccnc2)nc2cccnc21
    90.8, 2.6, 88.1, 16.6, 104.7, 0.8, 11.6, 20.4, 102.7
Clc1ccc(-c2nnc3sc(-c4ccc(Br)o4)nn23)cc1
    98.0, 54.6, 88.5, -11.0, 104.9, 0.7, 55.8*[fluorescence artefact?], 33.3, 143.5

# In the list so far, these have fluorine.
# Each structure is followed by: HUVEC prolif 384, Mac1 fbg enh, H69AR growth 86K, CD11b adhes inh, Lung fibro prol, CYP2C19 act, ERa SRC1 inh, CYP2C19 inhib, ERa SRC1 pot
CCn1c(=NC(=O)c2ccco2)sc2cccc(F)c21
    93.7, 1.4, 56.1, -5.4, 95.5, 0.9, 0.2, 13.6, 110.0
COC(=O)CN(c1ccccc1)S(=O)(=O)c1ccc(F)cc1
    93.7, nt, 88.8, nt, 87.1, nt, -4.8, nt, 108.8[fluorescence artefact?]
CCOC(=O)NC(Nc1ncccn1)(C(F)(F)F)C(F)(F)F
    101.1, 6.0, 92.3, 28.2, 95.8, 1, -2.4, -4.3, 144.4

# (more compounds)
# Each structure is followed by: HUVEC prolif 384, Mac1 fbg enh, H69AR growth 86K, CD11b adhes inh, Lung fibro prol, CYP2C19 act, ERa SRC1 inh, CYP2C19 inhib, ERa SRC1 pot
CCc1cccc(CC)c1NC(=O)CSc1nnc(C(C)C)n1CC
    94.0, 1.5, 89.7, 7.8, 99.6, 1, 3.6, 1.2, 95.2
COCCCN(C(C)=O)c1nc(-c2ccc(OC)cc2)cs1
    63.1, -1.2, 15.3*, 0.8, 72.4, 0.7, 9.2, 33.2, 105.6
Cc1c(NC(=O)C2CCCN(S(=O)(=O)c3cnc[nH]3)C2)c(=O)n(-c2ccccc2)n1C (stereo not drawn)
    85.6, 0.3, 95.9, 9.2, 97.9, 1.1, -8.3, -10.5, 125.6
CC1CCCN(C(=O)C2CCN(CCCc3ccccc3)CC2)C1 (stereo not drawn)
    97.2, 1.1, 93.1, 54.5, 104.0, 1.1, 3.3[fluorescence artefact?], -12.0, 105.2
COc1ccc2cc3cc(C(=O)NCCN4CCN(Cc5ccccc5)CC4)oc3nc2c1
    65.2, nt, 69.8, nt, 101.8, 1, -3.2, 4.2, 115.8
CCS(=O)(=O)N1CCC(C(=O)NCc2ccc(F)cc2)CC1
    97.1, -6.9, 102.2, 8.2, 103.7, 0.8, 2.2[fluorescence artefact?], 20.8, 96.9
COc1cc(NC(=O)CSc2nnc(C)s2)cc(OC)c1
    99.2, -4.0, 78.4, -7.6, 98.2, 0.5, -10.5, 52.5*, 115.8
C=CCn1cc(C(=O)NCCCOCC)c(=O)c2cc(S(=O)(=O)N(CC)CC)ccc21
    100.9, -4.8, 83.9, -7.9, 106.2, 0.8, 5.1, 24.2, 97.4
CCOC(=O)Cc1csc(NC(=O)c2ccco2)n1
    107.6, 6.5, 99.9, -22.1, 108.9, 0.5, -3.5, 46.3, 100.3
Nc1[nH]nc2nc(NCc3ccccc3)c3c(c12)CCN(Cc1ccccc1)C3
    69.8, 1.3, 86.2, 7.3, 75.3, 0.8, 6.0, 21.7, 101.4
O=C(c1ccccc1)c1ccc2ccccc2n1
    nt, -4.7, nt, 5.7, nt, 0.3, nt, 69.3*, nt
CCOC(=O)CCCNC(=O)c1cncc(O)c1
    106.2, -0.5, 87.2, 7.4, 102.7, 0.9, -8.0, 5.1, 114.7
CC(C)(C)c1nc(N2CCN(C(=O)c3ccco3)CC2)c2nnn(Cc3ccccc3)c2n1
    76.5, nt, 11.1*, nt, 92.8, 1, -5.1, 1.5, 86.1
C/C(=N/NC(=O)c1cc(C(C)C)[nH]n1)c1cccs1
    87.7, -3.1, 71.3, -10.9, 91.0, 1, -10.0, -0.7, 90.5
CC1CC(C)CN(C(=O)C(NS(=O)(=O)c2ccc3c(c2)oc(=O)n3C)C(C)C)C1 (stereo not drawn)
    109.7, 2.2, 89.1, -9.2, 94.5, 0.9, -3.5, 13.3, 105.7
CC(C)CCNC(=O)COC(=O)c1ccc(Br)o1
    nt, -1.5, nt, 1.1, nt, 0.5, nt, 49.7, nt
Cc1cc(NC(=O)Cn2c(=O)c3c(ncn3CCC(C)C)n(Cc3ccccc3)c2=O)no1
    93.0, nt, 80.9, nt, 100.3, nt, 0.3, nt, 108.5
OC(c1cccs1)c1nccc2ccccc12 (stereo not drawn)
    96.7, 0.1, 100.0, -33.9, 107.1, 0.8, 6.8[fluorescence artefact?], 18.8, 102.8[fluorescence artefact?]
c1cc(C2CCCCC2)ccc1Oc1nc(N2CCOCC2)nc(N2CCOCC2)n1
    92.6, nt, 85.2, nt, 97.2, 0.9, 8.3, 8.7, 126.5
Cc1nc(SCC(=O)NCc2ccc3c(c2)OCO3)c(C#N)c2c1CCCC2
    95.6, -1.3, 85.0, -4.3, 104.5, 0.2, 5.2[fluorescence artefact?], 84.3*, 97.8[fluorescence artefact?]
COc1cc(C2Nc3cccc4cccc(c34)N2)cc(OC)c1OC(C)=O
    nt, 0.0, nt, -4.2, nt, 0.6, nt, 40.0, nt
O=C(O)c1cnn2c(C(F)(F)F)cc(-c3ccco3)nc12
    101.0, -1.2, 78.9, 5.1, 100.8, 1.2, 5.7, -17.1, 64.1
CN(C1CCCCC1)S(=O)(=O)c1ccc2c(c1)c(=O)c(C(=O)NCCCN1CCCC1)cn2C
    87.3, 0.9, 98.2, -13.9, 85.6, 0.9, 4.5[fluorescence artefact?], 11.0, 96.7[fluorescence artefact?]
CCCN(CCC)CC(O)COc1ccc([N+](=O)[O-])cc1 (stereo not drawn)
    nt, 1.7, nt, 3.5, nt, 0.9, nt, 11.3, nt
Cc1nc2oc3ccccc3c(=O)c2c(=O)n1Cc1ccccc1
    103.0, 1.0, 90.8, -8.7, 101.6, 1, 2.3, -2.4, 115.5
CCOC(CNC(=O)c1ccc2c(c1)nc(C)n2-c1cccc(F)c1)OCC
    94.1, nt, 85.5, nt, 106.3, nt, -9.3, nt, 99.6
COc1cc(OC)c(-c2nc3c[n+](CC(=O)c4ccccc4)ccc3n2C)cc1OC
    nt, -2.0, nt, -4.7, nt, 0.9, nt, 14.6, nt
CCCn1nc(NC(=O)CC(C)C)c2cc3ccccc3nc21
    103.5, -0.3, 92.3, -0.5, 99.8, 0.9, -3.4[fluorescence artefact?], 11.5, 95.5[fluorescence artefact?]
Cn1cccc1Cc1nnc(SCC(=O)NC2CCCC2)n1CCc1ccccc1
    88.7, 2.5, 79.2, -20.9, 95.4, 0.7, -2.5, 28.8, 126.6
CC(=O)c1c(C)n(-c2ccccc2)c2ccc(O)cc12
    71.2, -5.9, 62.9, -13.1, 96.2, 0.2, 2.1, 82.5*, 88.1
COCCNS(=O)(=O)c1ccc2c(c1)C(=O)c1cc(S(=O)(=O)NCCOC)ccc1-2
    95.3, 1.1, 98.9, -3.2, 108.1, 0.9, -0.8[fluorescence artefact?], 5.8, 77.8
CCc1ccccc1N1C(=O)C2CC=CCC2C1=O (stereo not drawn)
    107.3, 0.2, 101.6, -21.1, nt, 0.8, 2.9, 19.9, 110.1
CCOc1ccc(CC(=O)NCc2cn3c(C)csc3n2)cc1
    87.8, 4.2, 88.9, -51.2, 93.5, 0.9, -4.8, 8.2, 111.5
CCOc1nc(OCC)nc(N2CCC(C)CC2)n1
    86.9, -3.5, 93.7, 1.7, 95.7, 0.7, 3.0, 30.0, 121.9
CCOC(=O)c1[nH]c2ccc(OC)cc2c1NC(=O)CN1CCc2ccccc2C1
    66.4, nt, 65.2, nt, 96.0, 0.2, 4.5, 76.7*, 90.2
CCC(=O)NCCc1c[nH]c2ccccc12
    96.9, -1.6, 90.2, -10.9, 101.9, 0.9, -9.3, 11.8, 93.9[fluorescence artefact?]
Cc1cnc(C(=O)Nc2ccc(C(=O)N(C)C3CCCCC3)cc2)cn1
    94.8, 1.4, 82.3, 0.8, 107.0, 1, 0.0, 3.0, 117.3
O=C(O)c1cc(O)ccc1-c1ccc(O)cc1
    94.1, 0.0, 93.0, -3.5, 95.3, 0.9, -1.2, 11.2, 115.9[fluorescence artefact?]
O=C(O)C1CCCCC1C(=O)Nc1ccccn1 (stereo not drawn)
    99.7, -6.8, 84.1, -0.8, 102.2, 1, -2.7[fluorescence artefact?], -1.6, 104.4[fluorescence artefact?]
